From PubChem
Peg3 prom inh – inhibitors of Peg3 promoter | HeLa PEG-Prom luciferase reporter, luminescence, overnight | inhibition, % at 20 µM | hit rate 1.7% among 360,000 | AID 588405;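 active = inhibition of at least 50% at 20 µM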
NR2E3 ag-1 – human photoreceptor-specific nuclear receptor agonism. Q9Y5X4. hit rate 0.35% among 360,000. AID 602229. inhibition of corepressor binding, % at 3.98 µM. CHO-S Gal4-NCOR/VP16-NR2E3 two-hybrid, luciferase;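 active = inhibition above the mean of all tested compounds plus 3 SD, cut at about 70% in these data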;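 note: 0% = DMSO with NR2E3 transfected cells and 100% = cells lacking NR2E3 construct; higher means lower luciferase signal from less NR2E3 corepressor binding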
Target sequence (Q9Y5X4 whole entry, looked up, the tested form may be a part): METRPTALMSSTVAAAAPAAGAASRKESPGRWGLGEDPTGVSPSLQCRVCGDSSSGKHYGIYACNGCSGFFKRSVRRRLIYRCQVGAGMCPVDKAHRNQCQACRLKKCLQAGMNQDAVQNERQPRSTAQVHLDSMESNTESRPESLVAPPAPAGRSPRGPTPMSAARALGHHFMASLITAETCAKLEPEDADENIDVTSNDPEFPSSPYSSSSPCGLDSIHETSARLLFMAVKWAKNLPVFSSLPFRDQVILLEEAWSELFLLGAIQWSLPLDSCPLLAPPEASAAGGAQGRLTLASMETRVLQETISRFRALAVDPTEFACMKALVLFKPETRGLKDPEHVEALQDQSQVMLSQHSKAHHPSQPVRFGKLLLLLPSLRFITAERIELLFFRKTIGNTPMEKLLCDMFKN
KKLEB tox – counter-screen for CF NF-kB inhibitors: cytotoxicity; KKLEB CF airway cells viability, ATPlite luminescence, overnight; stronger effect = lower value; cells stimulated with P. aeruginosa culture filtrate; activity change (cytotoxicity), % at 5 µM; hit rate 0.36% among 360,000; AID 602141;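 active = corrected activity change at or below -50% at 5 µM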
NR2E3 ag-2 – NR2E3 (human) agonism; inhibition of corepressor binding, % at 4.78 µM; AID 2300; hit rate 0.12% among 320,000; Q9Y5X4; GST-NR2E3/biotin-RetCOR TR-FRET, 1536-well;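 active = percent inhibition above the cutoff of mean plus 3 SD of all tested compounds, set per screening campaign, cut at about 20% in these data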;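 note: 0% = DMSO wells and 100% = biotin wells as full block of FRET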
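System: GST-NR2E3 and biotin-RetCOR proteins; probe or stimulus: 7 nM biotin-RetCOR; doses: compound at 4.8 µM, single dose; schedule: Compound–protein incubation for 5 h at 4 °C; detection: time-resolved FRET; read-out: percent inhibition; controls: biotin wells as high control, 0.6% DMSO wells as low control; format: 1536-well plates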
TRPM1 prom inh – reduces MITF-dependent TRPM1 promoter luciferase signal; SK-MEL-5 TRPM1 promoter luciferase, 24 h; AID 488899; hit rate 0.83% among 330,000; inhibition, % at 12.5 µM;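 active = mean inhibition across replicates of 60% or more, whatever share of single replicates reaches that level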; note: values of inactives mirror those of a sister screen read the other way
TWEAK-Fn14 inh – blocks TWEAK-Fn14 interaction in a reporter cell assay | TWEAK-stimulated Fn14 reporter cells, luciferase luminescence, 8 h | AID 1159606 | inhibition, % at 10 µM | hit rate 2% among 360,000; in the data active = inhibition above about 50%
hiPSC survival – enhancers of human iPSC single-cell survival; hit rate 0.044% among 360,000; AID 602274; hiPSC single-cell survival, ATPlite luminescence; 100% = ROCK inhibitor wells, 0% = DMSO; survival enhancement, % at 20 µM; in the data active = survival enhancement above about 18%;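 note: cells exposed to compounds for 16 hours before the ATP read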
aDG glyco up – increases alpha dystroglycan glycosylation; Pro5-aDG cells, alpha-DG glycosylation AlphaScreen (IIH6); 0% Pro5, 100% B10-LARGE cell signal; activation, % at 10 µM; hit rate 0.22% among 360,000; AID 624168;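 active = activation of at least 8% versus controls, or a plate z-score of at least 8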;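 note: Pro5 are CHO cells carrying HIG-tagged alpha-DG that lacks glycosylation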
HIF-2a block – HIF-2a inhibition | 786-0 RCC cells HIF-2a reporter, luciferase luminescence, overnight | inhibition, % at 18.8 µM | hit rate 0.72% among 360,000 | AID 624352;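 active = inhibition of the luminescence signal of 40% or more relative to plate controls, in a single-dose primary screen at 18.75 µM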
CF NFkB block – blocks PAF-induced NF-kB reporter in cystic fibrosis cells. inhibition, % at 5 µM. KKLEB NF-kB-GFP reporter, GFP fluorescence overnight. hit rate 0.86% among 360,000. AID 588850;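 active = at least 50% inhibition at 5 µM, scaled per plate between neutral and stimulator controls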;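 note: PAF is a Pseudomonas aeruginosa culture filtrate used as stimulus; plate controls were PAF-stimulated DMSO wells for no effect and unstimulated DMSO wells for full effect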
Shn3 3UTR inh – reduces Shn3 3'UTR luciferase signal in osteoblasts | Clone20 osteoblast Shn3 3'UTR firefly luciferase, 24 h | inhibition, % at 12.5 µM | hit rate 0.52% among 360,000 | AID 588674;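 active = mean inhibition of at least 75% with every replicate also reaching 75%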;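 note: 0% = median of neutral control wells and 100% = pilot-screen positive control compound; some compounds past the cut are filed as inactive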
Numbers without * were called inactive; . = no result given.

SMILES	Peg3 prom inh	NR2E3 ag-1	KKLEB tox	NR2E3 ag-2	TRPM1 prom inh	TWEAK-Fn14 inh	hiPSC survival	aDG glyco up	HIF-2a block	CF NFkB block	Shn3 3UTR inh
Cc1c(NC(=O)Nc2c(Cl)cccc2Cl)c(=O)n(-c2ccccc2)n1C	11	7	14	4	-6	20	-0.3	0.1	6	8	9
CCOC(=O)C1(CCCc2ccccc2)CCN(S(=O)(=O)N(C)C)CC1	8	10	0	-2	9	-12	4.5	0.1	-20	2	19
CCN(CC)C(=O)C1=C(C)N(Cc2ccc(OC)cc2)C(=O)C(CC(=O)NCc2cccc3ccccc23)C1 (stereo not drawn)	12	-17	-2	.	.	9	0.5	0.3	-1	1	17
CNc1nc2sc3c(c2c(=O)n1C)CC(C)(C)SC3	5	5	4	-2	-12	12	7.0	-0.1	-24	-7	-8
CCN(CC)CCCn1c2c(c(SCC(=O)Nc3nc(C)cs3)nc1=O)CCC2	3	-8	3	-2	4	11	-0.4	-0.3	22	7	-10
CCCCCNC(=O)c1cccnc1SCC(=O)Nc1ccccc1OC	1	6	-10	-1	5	-22	-0.8	0.3	23	4	-17
Cn1c(N)c(C(=O)COC(=O)CCC2CCCCC2)c(=O)n(C)c1=O	-6	5	6	1	0	-15	-1.9	-0.2	18	-4	-2
O=C(c1ccccc1)N1CCN(C(=O)c2nn3c(C(F)(F)F)cc(-c4ccco4)nc3c2Cl)CC1	7	10	-7	6	-2	13	2.0	0.0	11	27	-7
O=C(Nc1n[nH]c(C2CCCCC2)n1)C1CCCCC1	-128	-25	1	0	-6	-27	-1.7	-0.1	-80	9	-24
O=C(NCC(c1ccco1)N1CCN(c2ccccc2F)CC1)OCc1ccccc1 (stereo not drawn)	7	-13	8	1	6	4	-1.6	0.3	2	2	2
O=C1C(=O)N(CCN2CCOCC2)C(c2ccc(Cl)c(Cl)c2)/C1=C(/O)c1ccc2c(c1)OCO2 (stereo not drawn)	2	-27	-14	15	-10	14	-0.4	0.2	13	14	-30
CCN(Cc1ccncc1)C(=O)c1cc(COc2c(C)cccc2C)on1	-26	-47	-24	4	-29	-23	-0.1	0.1	-99	24	4
CC1Cc2ccccc2N1CC(=O)c1c(N)n(Cc2ccccc2)c(=O)n(C)c1=O (stereo not drawn)	26	-16	-4	-1	4	1	-0.7	1.2	28	-1	-16
Cc1ccc2nc(-c3ccncc3)c(NC3CCCCC3)n2c1	9	-24	-21	6	-21	-11	1.4	0.6	8	15	-10
C[C@H]1CN([C@@H](C)CO)C(=O)c2cc(NS(=O)(=O)c3ccc(Cl)cc3)ccc2O[C@@H]1CN(C)CC1CCCCC1	3	-46	-2	.	-1	1	-0.4	-0.3	-9	-1	-61

Continued; it opens with the 2 that closed the last part.
SMILES	Peg3 prom inh	NR2E3 ag-1	KKLEB tox	NR2E3 ag-2	TRPM1 prom inh	TWEAK-Fn14 inh	hiPSC survival	aDG glyco up	HIF-2a block	CF NFkB block	Shn3 3UTR inh
Cc1ccc2nc(-c3ccncc3)c(NC3CCCCC3)n2c1	9	-24	-21	6	-21	-11	1.4	0.6	8	15	-10
C[C@H]1CN([C@@H](C)CO)C(=O)c2cc(NS(=O)(=O)c3ccc(Cl)cc3)ccc2O[C@@H]1CN(C)CC1CCCCC1	3	-46	-2	.	-1	1	-0.4	-0.3	-9	-1	-61
Cc1nc(C(=O)Nc2ccccc2)sc1C(=O)Nc1ccccc1	-264	-61	-9	2	-86	-9	-0.4	0.2	-333	10	-32
O=C(c1ccco1)N1CCC(c2nc3c(nnn3Cc3ccccc3Cl)c(=O)[nH]2)CC1	17	10	-4	-1	-4	17	-0.5	-0.1	20	16	23
CCc1c(C)nc2ncnn2c1N1CCC(C(=O)Nc2ccc(C)cc2)CC1	-10	22	18	0	16	17	3.6	1.2	13	-23	35
CCCCOc1ccc(C(=O)N/C(=C\c2ccc(OC)cc2)C(=O)OCc2ccco2)cc1	21	-36	12	0	-19	8	1.5	-0.4	14	4	-1
C[C@@H](NC(=O)C[C@@H]1C[C@@H]2c3cc(NS(=O)(=O)c4ccc(F)cc4)ccc3O[C@@H]2[C@@H](CO)O1)c1ccccc1	-9	-14	1	.	.	-3	13	-0.1	15	-17	-13
Cc1ccc(S(=O)(=O)Nc2ccc3c(c2)C(=O)N([C@@H](C)CO)C[C@@H](C)[C@@H](CN(C)C(=O)NC(C)C)OCCCC[C@H](C)O3)cc1	-14	10	-1	.	.	11	-2.2	0.4	-2	9	-3
CCc1sc(NC(=O)CN2CCOCC2)nc1-c1ccccc1	12	-5	5	1	-6	11	-2.6	0.1	10	-5	-22
COc1ccc(-c2[nH][nH]c(=O)c2NC(=O)c2ccccc2Br)cc1	3	-7	14	.	.	-19	6.3	-0.3	6	-20	58
COC(=O)c1sccc1NC(=O)c1ccc(OC)c([N+](=O)[O-])c1	16	-8	2	0	8	-49	3.7	-0.1	-4	4	-9
CC(C)(C)C1CCC(N2CCN(c3ccccc3)CC2)CC1 (stereo not drawn)	5	-27	3	-2	4	-3	-0.6	-0.1	10	4	1
COc1ccc(N2c3ccccc3CN(Cc3ccccc3)[C@@H](C)[C@H]2Cc2cccnc2)cc1	18	34	2	.	.	0	-3.0	-0.3	0	-18	34
CC(=O)N[C@@H](C)C(=O)N1CCN(S(=O)(=O)c2ccc(Cl)cc2)CC1	-3	-10	13	-2	5	4	2.8	0.0	12	-16	-17
Nc1nnnn1CC(=O)N/N=C/c1cc([N+](=O)[O-])ccc1Cl	-10	-16	-1	-3	-2	-11	-0.2	0.5	10	-16	-14
COc1ccc(/C=C(/NC(=O)c2ccc(OC)cc2)C(=O)NCCc2c[nH]c3ccccc23)cc1	7	-15	14	0	5	1	-0.4	-0.1	18	-6	-9
CCN1CCN(c2ccc(NC(=O)c3ccc(Cl)c(N4CCCC4=O)c3)cc2)CC1	-13	-14	4	4	-9	-22	-0.1	-0.1	8	-4	-10
Cc1ccc(-c2nc(NC(=O)c3cc(C(C)(C)C)nn3C)sc2C)cc1Cl	11	-6	-7	1	2	35	-0.1	-0.3	26	27	7
CN(C)c1ncc(C(=O)O)cn1	26	0	7	5	-6	7	-1.7	-0.4	15	-12	1
CC1(C(=O)NS(=O)(=O)c2cccc(C#N)c2)CCN1C(=O)Cc1ccc(Cl)cc1Cl (stereo not drawn)	6	-6	-9	.	.	1	1.5	0.1	9	9	-23
O=C(N/N=C/c1cccc2ccccc12)c1cccnc1	-29	-30	0	-3	.	-7	-0.2	-0.1	-68	2	-10
COC(=O)C1C2OC(C(Br)C2Br)C1C(=O)OC (stereo not drawn)	12	-19	-1	.	.	0	-2.3	-0.2	10	7	13
COC(=O)c1ccc(NC(=O)CCN2C(=O)C3C4CCC(C4)C3C2=O)cc1 (stereo not drawn)	6	-13	-14	2	-2	8	0.0	-0.1	3	16	-18
OC(C#CCN1CCCC1)(c1ccccc1)c1cccnc1 (stereo not drawn)	11	9	-4	-1	-14	9	-0.6	0.0	13	8	-1
CC1(C)C2CCC1(CS(=O)(=O)N1CCCc3ccccc31)C(=O)C2 (stereo not drawn)	24	-42	-3	4	5	5	1.0	0.1	6	-6	11
COc1cc2ncc(C(=O)c3ccccc3)c(N3CCN(Cc4ccccc4)CC3)c2cc1OC	23	-7	1	1	-8	-4	-0.2	0.0	13	-2	4
O=C(C1CCN(Cc2ccc(F)cc2)CC1)N(CCc1ccccc1)Cc1ccccc1	37	0	-7	2	-26	-23	-2.4	-0.1	8	-29	24
O=C(CC1C(=O)NCCN1CC1CCCCC1)NCc1ccc(F)cc1 (stereo not drawn)	8	5	-4	8	0	6	-0.1	1.3	7	10	8
O=C(CN(C(=O)c1csnn1)c1cccc(Cl)c1)NC1CCCCC1	-9	1	7	4	4	17	-0.8	0.0	12	3	0
CC(/C=C/C=C/c1ccccc1)=N/NC(=O)C(O)c1ccccc1 (stereo not drawn)	-20	4	-7	1	-10	-10	0.2	0.1	-26	2	-6
COC(=O)c1nn(-c2ccccc2)c(Sc2ccc(C)cc2)c1/C=N/O	22	12	-6	.	3	-7	-0.4	0.0	8	1	32
CS(=O)(=O)N(CC(=O)N1CCCC1)c1cc(C(F)(F)F)ccc1Cl	6	-1	-9	3	-8	2	-0.3	0.0	12	6	1
CCOc1ncccc1C(=O)OCC(=O)N(CC(C)C)c1c(N)n(Cc2ccccc2)c(=O)[nH]c1=O	1	-8	-13	0	-2	-6	0.7	-0.1	20	17	4
CCN(Cc1ccccc1)C(=O)CSc1ncn[nH]1	0	-47	-5	6	8	-2	-0.7	0.0	16	11	9
Clc1ccc(CSc2nncn2-c2ccc3c(c2)OCCO3)cc1	23	-19	-7	2	2	-1	-0.2	-0.1	17	10	-8
c1ccc2c(OCCCCN3CCCC3)cccc2c1	-7	8	-2	2	5	-8	-0.2	0.0	11	-5	20
CCOC(=O)c1cccc(NC(=O)CCc2ccccc2)c1	-65	-17	8	4	-10	-9	0.5	0.5	-76	-1	0
Cc1cn(C(C)C)c(=O)n(-c2ccccc2)c1=O	4	-1	5	.	-5	5	-0.9	-0.2	10	1	-6
CCOC(=O)c1c(C)[nH]c(C)c1C=O	-4	22	-2	0	2	-4	0.1	0.0	12	-16	-2
Cc1ccc(S(=O)(=O)N2CCC(=O)N(C(COC(=O)Nc3ccccc3)Cc3ccccc3)CC2)cc1 (stereo not drawn)	28	13	8	4	-7	11	-3.0	0.8	-29	2	37
CC1(C)c2[nH]c3ccccc3c2C[C@@H]2C(=O)N(c3ccc(F)cc3F)C(=O)N21	7	11	-28	-1	0	-2	-2.0	0.1	-2	11	8
Nn1c(SCC(=O)NCc2ccc3c(c2)OCO3)nnc1C1CC1	-4	-9	-2	-3	-7	49	-1.2	-0.2	-4	12	1
Cc1cc(N2CCOCC2)nc(SCc2c(Cl)cccc2Cl)n1	23	-11	-24	-4	1	36	0.0	0.2	33	28	26
Cn1c(SCC(=O)N2CCOCC2)nc2c(c1=O)SCC2	2	-8	15	2	-7	-8	-0.2	0.1	14	-5	-7
Nc1c(S(=O)(=O)c2ccccc2)nnn1-c1ccccc1	13	3	1	-4	8	-20	0.0	-0.3	1	-3	5
CC(O)(CS(=O)(=O)Cc1ccc(Cl)cc1)C(=O)Nc1cccc(C(F)(F)F)c1 (stereo not drawn)	20	31	-19	-2	-14	-21	-0.6	0.0	20	13	-16
CCCC(=O)c1ccc(N2CCOCC2)c(F)c1	-164	5	2	6	-10	-5	8.4	0.6	-134	-10	1

Look-ups from the results shown:
Under aDG glyco up, `CCOc1ncccc1C(=O)OCC(=O)N(CC(C)C)c1c(N)n(Cc2ccccc2)c(=O)[nH]c1=O` has -0.1
Under NR2E3 ag-1, `Cn1c(SCC(=O)N2CCOCC2)nc2c(c1=O)SCC2` has -8
Under aDG glyco up, `CC(O)(CS(=O)(=O)Cc1ccc(Cl)cc1)C(=O)Nc1cccc(C(F)(F)F)c1` (stereo not drawn) has 0.0
Under CF NFkB block, `Cc1cn(C(C)C)c(=O)n(-c2ccccc2)c1=O` has 1
